EBI2 block – blocks human EBI2 receptor beta-arrestin signaling; P32249; EBI2 beta-arrestin recruitment, luminescence, 7a,25-OHC stimulated; inhibition, % at 5 µM; actives 0.81% (n = 360,000); AID 651636; in the data active means inhibition above about 38%;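 further: enzyme fragment complementation signal reports receptor beta-arrestin coupling in cells; 0% = agonist plus DMSO wells and 100% = wells without agonist; some results beyond the cut were filed as inactive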
UPR CHOP act – activators of apoptotic arm of unfolded protein response (CHOP) | CHO-CHOP luciferase reporter, UPR activation, luminescence; percent of tunicamycin response over DMSO baseline | activation, % at 10 µM | actives 0.34% (n = 330,000) | AID 449763;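 active means at 10 µM dose, activation of 40% or more, normalized to positive control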;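 further: 100% = tunicamycin at 10 µg/mL and 0% = DMSO alone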
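Evaluation: % reporter activation, DMSO baseline versus tunicamycin full activation; System: CHO-CHOP luciferase reporter cell line; Input: 500 cells/well; Incubation: 6 h compound treatment, 37 °C; Measured by: Steady-Glo luciferase luminescence; Dosing: one dose, 10 µM in 0.5% DMSO; Buffer or medium: F12 medium, 10% FBS; Benchmarks: positive tunicamycin 10 µg/mL, negative DMSO alone.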
XBP1 UPR activ – adaptive UPR (XBP1) activation | CHO-XBP1 luciferase reporter, IRE1-XBP1 UPR activation, luminescence; percent of tunicamycin response, DMSO as zero | activation, % at 20 µM | actives 0.33% (n = 330,000) | AID 463104;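 active means versus positive control, 20 µM dose yields 30% or more activation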;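 further: 100% = tunicamycin at 10 µg/mL and 0% = DMSO only wells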
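Assay system: IRE1-XBP1 luciferase reporter CHO line. Input: 1000 cells/well. Buffer or medium: F12 with 10% serum. Doses: 20 µM, 1% DMSO. Times: overnight seeding at 37 °C, 6 h compound treatment at 37 °C. Technique: Steady-Glo luciferase glow luminescence, 10 min after reagent addition.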
CCR6 antag – CCR6 (human) receptor antagonism. CHO-K1 CCR6 PathHunter beta-arrestin, luminescence, CCL20-stimulated. inhibition, % at 20 µM. actives 0.49% (n = 340,000);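 active means compounds whose inhibition of the agonist-driven luminescence signal at 20 µM reaches about 50%, limit read from the data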;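 further: cells stimulated with CCL20 at 14 nM final; plate controls were DMSO with CCL20 for no effect and DMSO without agonist for full effect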
Jurkat NFkB inh – inhibitors of the PMA/ionomycin-induced NF-kB reporter in Jurkat cells. actives 0.53% (n = 330,000). inhibition, % at 4 µM. PMA/ionomycin-induced NF-kB luciferase reporter, luminescence. AID 435003; in the data active means inhibition above about 50%
Gli-Sufu antag – antagonists of Gli-Sufu signaling. inhibition, % at 5 µM. Sufu-KO-LIGHT fibroblasts, Gli luciferase reporter luminescence. actives 0.74% (n = 340,000);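 active means inhibition above about 55%, limit read from the data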;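 further: 0% = DMSO-treated cells and 100% = wells with medium but no cells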
697 NFkB inh – lowers PMA/ionomycin-induced NF-kB signal in 697 B cells; inhibition, % at 4 µM; 697 B-cell NF-kB luciferase reporter, 16 h; actives 0.33% (n = 330,000); in the data active means inhibition above about 35%
Mdm2-MdmX inh – human Mdm2/MdmX binding inhibition; O15151+Q00987; SaOS-2 split-luciferase Mdm2/MdmX complementation, luminescence; inhibition, % at 8 µM; actives 3% (n = 330,000); AID 485346;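 active means inhibition of at least 50% at 8 µM in the primary screen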
Target sequence (O15151 whole entry, looked up): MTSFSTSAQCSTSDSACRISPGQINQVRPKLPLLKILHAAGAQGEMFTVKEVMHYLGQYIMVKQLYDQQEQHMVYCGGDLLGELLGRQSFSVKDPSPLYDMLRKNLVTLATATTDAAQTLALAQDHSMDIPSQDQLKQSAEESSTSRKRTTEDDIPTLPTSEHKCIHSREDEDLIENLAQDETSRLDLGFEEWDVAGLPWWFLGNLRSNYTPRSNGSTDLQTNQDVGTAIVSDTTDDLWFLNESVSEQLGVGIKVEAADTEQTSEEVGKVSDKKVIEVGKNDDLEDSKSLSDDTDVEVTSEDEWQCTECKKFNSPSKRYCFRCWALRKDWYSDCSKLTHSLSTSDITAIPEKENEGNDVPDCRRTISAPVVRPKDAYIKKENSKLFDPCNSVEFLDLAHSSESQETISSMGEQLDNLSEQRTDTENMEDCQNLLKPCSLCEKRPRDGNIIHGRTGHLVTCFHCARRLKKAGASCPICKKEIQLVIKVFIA
Target sequence (Q00987 whole entry, looked up): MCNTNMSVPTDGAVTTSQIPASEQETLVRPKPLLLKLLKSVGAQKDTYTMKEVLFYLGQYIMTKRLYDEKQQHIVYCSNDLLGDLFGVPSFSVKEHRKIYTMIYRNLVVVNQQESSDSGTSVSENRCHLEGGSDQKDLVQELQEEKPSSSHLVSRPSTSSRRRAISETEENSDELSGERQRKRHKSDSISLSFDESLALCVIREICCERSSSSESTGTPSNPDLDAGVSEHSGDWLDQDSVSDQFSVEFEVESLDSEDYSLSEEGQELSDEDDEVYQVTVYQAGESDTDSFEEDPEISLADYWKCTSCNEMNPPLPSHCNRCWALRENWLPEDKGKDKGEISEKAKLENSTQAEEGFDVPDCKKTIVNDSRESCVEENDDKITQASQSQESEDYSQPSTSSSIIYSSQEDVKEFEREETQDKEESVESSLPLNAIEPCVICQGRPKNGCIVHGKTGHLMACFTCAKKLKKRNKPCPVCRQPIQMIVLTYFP
CXCR6 inh – blocks human CXCR6 beta-arrestin recruitment. actives 0.36% (n = 360,000). inhibition, % at 20 µM. CHO-K1 PathHunter CXCR6 beta-arrestin, luminescence. O00574; in the data active means inhibition above about 34%, passing the limit was not always enough;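 further: antagonist mode with CXCL16 agonist at 10 nM final; 0% = 10 nM CXCL16 with DMSO and 100% = unstimulated wells without agonist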
Active calls of the source: *; . = not tested or not shown; & = joins results of further samples.

SMILES	EBI2 block	UPR CHOP act	XBP1 UPR activ	CCR6 antag	Jurkat NFkB inh	Gli-Sufu antag	697 NFkB inh	Mdm2-MdmX inh	CXCR6 inh
Cc1ccc(C)c(NC(=S)NC(NC(=O)OCc2ccccc2)C(Cl)(Cl)Cl)c1 (configuration not stated)	14	3.6	-2	13	8	9	-13	-5	12
C/C(CC(=O)Nc1ccc(Cl)c(C(F)(F)F)c1)=N\NC(=O)c1cc2ccccc2cc1O	6	1.9	0	3	6	2	-1	25	-4
CSCCC(NC(=O)COc1ccccc1)C(=O)OCCOc1ccc(C)cc1 (configuration not stated)	4	0.7	-1	-8	-8	-10	6	5	-1
NS(=O)(=O)c1ccc(O)c(N2C(=O)c3cccc4c(C(=O)O)ccc(c34)C2=O)c1	2	0.1	-3	-6	-3	3	-2	-16	1
COCCNc1nnc(SC(C)C(=O)Nc2ccc(-c3nc4ccc(C)cc4s3)cc2)s1 (configuration not stated)	0	3.6	4	17	-125	-63	-294	-186	4
COc1cccc(NC(=O)CSc2nnc(-c3cc(-c4ccccn4)nc4ccccc34)o2)c1	-3	0.2	-2	7	5	2	21	18	-1
COc1ccc(S(=O)(=O)N2CCOCC2)cc1NC(=O)c1ccc(S(=O)(=O)N(C)c2ccccc2OC)cc1	17	.	.	12	.	-2	.	.	-3
CCN(C[C@H]1N[C@@](CC)(C(=O)OC)[C@H]2C(=O)N(Cc3ccccc3)C(=O)[C@@H]12)C(=O)c1ccc(C)cc1	-8	1.8	-4	-1	-3	1	10	-23	-8
O=C(Cn1c(NCCO)nc2ccccc21)Nc1ccc2c(c1)OCCCO2	0	1.1	-3	4	9	3	0	-5	6
CCCN1CCN(C(=O)CCCn2c(C)c3cnn(-c4ccccc4)c(=O)c3c2C)CC1	1	-0.4	-3	2	8	5	13	12	-4
CC1Cc2ccccc2N1C(=O)CN1C(=O)NC2(CCCCC2)C1=O (configuration not stated)	-13	0.8	1	10	-11	5	6	-19	1
Cc1ccc(C)n1-c1ccc(C(=O)N2CCC(C(N)=O)CC2)cc1	-2	.	.	2	.	-5	.	.	0
Cc1ccc(NC2CCCN(C(=O)CN3C(=O)CSC3=O)C2)cc1C (configuration not stated)	6	0.9	-6	-1	-14	-2	-4	11	-1
O=C(NCC1CCCN1S(=O)(=O)c1cccs1)C(=O)Nc1ccccc1 (configuration not stated)	-4	3.3	2	11	-23	-9	-12	-2	6
O=C1CCC(=O)N1CN(C(=O)c1ccco1)c1ccc(Cl)c(Cl)c1	-6	-2.1	-1	1	4	-4	0	2	6
Cc1ccc(C(=O)Nc2ccccc2N2CCCCC2)cc1S(=O)(=O)N1CCOCC1	13	.	.	28	.	5	.	.	-3
CCOC(=O)N1CCN(C(=O)C(C)NC(=O)c2ccco2)CC1 (configuration not stated)	-7	1.3	-5	2	-2	24	8	-5	0
COc1ccc(CN(C)CC(=O)Nc2ccccc2C(=O)NC2CC2)cc1OC	13	0.7	-2	10	9	1	5	-3	3
CCOC(=O)C1=C(N)Oc2cc(O)ccc2C1c1cccc(Cl)c1 (configuration not stated)	12	-1.3	-2	5	9	-12	-42	46	6
C#CCOCCOCCOCCNc1nc(N2CCN(C(=O)[C@H](C(C)C)n3cc(CCO)nn3)CC2)nc(N2CCN(C(=O)[C@H]([C@@H](C)CC)n3cc(CCCCN)nn3)CC2)n1	1	-1.8	-3	14	-5	-14	-18	4	-7

Grouped by structure, the compounds so far with a furan ring, fused or not.
SMILES	EBI2 block	UPR CHOP act	XBP1 UPR activ	CCR6 antag	Jurkat NFkB inh	Gli-Sufu antag	697 NFkB inh	Mdm2-MdmX inh	CXCR6 inh
O=C1CCC(=O)N1CN(C(=O)c1ccco1)c1ccc(Cl)c(Cl)c1	-6	-2.1	-1	1	4	-4	0	2	6
CCOC(=O)N1CCN(C(=O)C(C)NC(=O)c2ccco2)CC1 (configuration not stated)	-7	1.3	-5	2	-2	24	8	-5	0

More entries.
SMILES	EBI2 block	UPR CHOP act	XBP1 UPR activ	CCR6 antag	Jurkat NFkB inh	Gli-Sufu antag	697 NFkB inh	Mdm2-MdmX inh	CXCR6 inh
O=C(COC(=O)/C=C/c1ccccc1)NCc1ccc(Cl)cc1	15	0.2	-1	-2	0	0	17	-4	-2
Nc1cc(S(=O)(=O)Nc2cc(Cl)ccc2Cl)ccc1N1CCCC1	-11	-1.2	-4	9	13	6	7	15	1
COc1ccc(OC)c(NC(=O)c2ccc3c(c2)OCO3)c1	-6	1.3	-3	23	-20	-11	-7	18	-11
Cn1cnc([N+](=O)[O-])c1Nc1ccc(O)cc1	-4	-0.9	4	-4	0	4	11	15	1
COc1ccccc1OCC(O)CN1CCN(C(=O)c2ccccc2)CC1 (configuration not stated)	-9	-0.9	-4	5	4	3	6	1	-2
Cc1cccc(Nc2ncnc3c2cnn3Cc2ccccc2)c1	3	2.4	1	10	8	3	21	-1	-5
N=C1C(c2nc3ccccc3s2)=C(O)CN1C1CCCCC1	9	5.4	10	6	-124	-41	-271	7	6
CC(C)(C)OC(=O)NNC(=S)NC1CCCCC1	-5	-1.5	0	1	6	4	2	21	0
CCCCCC(O)(CCCCC)C(=O)NNc1ccccc1	5	-0.8	-6	31	11	8	5	16	-4
CCN(c1ccccc1)S(=O)(=O)c1ccc(OCC(=O)Nc2cc(C)on2)cc1	-10	-1.8	0	0	-7	9	17	-7	-3
Cn1c(N)c(S(=O)(=O)N2CCN(Cc3ccccc3)CC2)c(=O)n(C)c1=O	-2	-0.5	-1	2	5	-1	3	0	2
O=C(O)c1ncc(Cl)c(Cl)c1Cl	1&3	0.2&-0.4	-3&-2	-1&2	-16&-6	1&15	-13&13	1&8	2&-1
Nc1nc2ccc(S(=O)(=O)c3ccc4nc(N)sc4c3)cc2s1	4	-2.3	3	6	4	-17	8	8	9
COc1cc(OC)cc(-n2nnnc2SCC(=O)Nc2nc3c(s2)CCCC3)c1	-5	-0.2	0	-11	9	0	14	15	2
O=C(NCC1CCCO1)c1cc2ccccc2oc1=O (configuration not stated)	-10	3.7	2	4	-18	13	-8	-1	-15
CCOC(=O)C1=CN(Cc2ccco2)S(=O)(=O)NC1c1ccc(F)c(Cl)c1 (configuration not stated)	7	2.7	2	14	.	-1	7	32	-2
Cc1cc(C(=O)OCC(=O)c2c(N)n(C)c(=O)n(C)c2=O)c(C)o1	-6	-2.0	-1	-13	9	4	19	-4	3
COc1ccc(-c2c(-c3ccccc3)c(C(=O)C(=O)NCCCN(C)C)n3ccc4cc(OC)c(OC)cc4c23)cc1OC	12	2.7	0	15	3	18	15	38	11
COc1ccc(/C=C/C(=O)N(C)Cc2cccs2)cc1S(=O)(=O)N1CCOCC1	4	1.1	-3	-5	-4	3	25	-22	10
O=C(OCc1nc2ccccc2s1)C1CCN(S(=O)(=O)c2cccs2)CC1	-11	5.6	1	7	-60	-1	-101	8	-5
C=C(Cl)COC(=O)C1C2C=CC(C2)C1C(=O)O (configuration not stated)	-8	-2.3	-4	7	-7	1	9	10	10
C=CCN(C(=O)c1cc(C)cc(C)c1)C1(C(=O)Nc2ccccc2)CCN(C(C)C)CC1	5	-0.6	-5	15	2	4	8	25	-2
COc1ccc(/C=C2/NC(=O)N(CC(=O)Nc3cccc(C)c3)C2=O)cc1O	-6	0.1	2	10	13	4	12	17	0
CCc1sc(C(=O)Nc2cc(S(=O)(=O)N3CCOCC3)ccc2OC)cc1C	9	0.3	0	17	-6	-4	24	1	-1
C=CCNc1nc2c(c(=O)n(C)c(=O)n2C)n1CC(=C)C	-2	-1.5	-3	-6	2	4	14	11	0
COC(=O)CC1C(=O)NCCN1C(=O)Nc1ccccc1 (configuration not stated)	-6	2.9	3	-3	2	-5	11	5	-1
O=C(COC(=O)c1ccc(Br)cc1)NCCc1ccccc1	3	0.2	0	13	4	1	6	4	2
Cc1ccc(CNC(=O)[C@H]2C[C@@H]2[C@H](NP(=O)(c2ccccc2)c2ccccc2)c2ccccc2)o1	9	-0.1	-4	3	14	-9	0	-4	1
CCOC(=O)c1nn(-c2ccccc2)c(=O)cc1OCC(=O)Nc1cccc(OC)c1	-13	-1.0	0	8	12	-8	-18	-21	1
CN(C)Cc1c(C(=O)N/N=C/c2cccs2)nnn1-c1nonc1N	2	-0.8	-2	1	0	5	0	6	3
Cc1onc(-c2ccccc2Cl)c1C(=O)NCCn1ccc2ccccc21	11	1.7	-3	18	10	1	-1	12	8
COCCCNc1nc2c(c(=O)[nH]c(=O)n2C)n1CC(O)COc1cccc(C)c1 (configuration not stated)	-9	-3.3	-3	10	3	6	9	17	2
COc1ccc2cc(C)c3nnc(SCC(=O)Nc4nc(-c5ccccc5)cs4)n3c2c1	10	3.2	4	-11	0	3	14	20	-1
COCCN(C(=O)COC(=O)c1cc2c(s1)CCC2)c1c(N)n(Cc2ccccc2)c(=O)[nH]c1=O	-4	2.6	2	21	2	25	7	20	11
CC1CCCCC1NC(=O)/C(C#N)=C/c1ccc(F)c(F)c1 (configuration not stated)	-11	15	3	2	15	-3	-26	26	3
CNC(=S)N1CCN(C(=O)c2ccco2)CC1	3	1.2	3	-11	-6	1	8	20	7
CN1C(C(=O)Nc2ccc(C(=O)O)cc2)=C(O)c2ccccc2S1(=O)=O	-5	-1.0	-1	5	0	-7	15	4	-7
COC1OC(O)C(NC(=O)C(F)(F)F)CC1O (configuration not stated)	-7	.	.	1	.	0	.	.	-4
CCC1CCCCN1c1nc2c(C=O)c(C)nn2c2ccccc12 (configuration not stated)	15	4.2	6	16	3	-4	-6	17	-6
Cc1cc(C)c(NC(=O)CSc2nc(=O)n(CCN3CCOCC3)c3c2CCCC3)c(C)c1	-9	0.0	-1	-4	12	-3	19	-23	6
COc1ccc(CC2(CO)CCN(CC3=CC[C@H]4C[C@@H]3C4(C)C)CC2)cc1	0	-0.2	3	-3	10	6	16	20	10
O=C(Nc1nc2ccc(S(=O)(=O)N3CCCC3)cc2s1)C1CCCO1 (configuration not stated)	8	-0.8	1	1	4	-4	0	26	0
COc1ccc(OCC(=O)Nc2cc(-c3nn(C)c(=O)c4ccccc34)ccc2OC)cc1	13	11	3	2	31	33	-29	48	-6
O=C(NCc1cccnc1)c1ccc(S(=O)(=O)Nc2ccccc2)cc1	-2	0.0	-3	-5	12	3	3	26	6
O=C(c1ccc(S(=O)(=O)c2ccc(F)cc2)c([N+](=O)[O-])c1)N1CCCCCC1	-34	5.0	-2	-7	20	48	-6	56*	-28
O=C1OC(Oc2ccc(Br)cc2)(c2ccccc2)c2ccccc21 (configuration not stated)	19	.	.	21	.	-16	.	.	13
COc1cccc(C(=O)N2CCCC(Nc3ccc(C)c(C)c3)C2)c1 (configuration not stated)	6	-1.6	-3	9	-6	8	-20	-2	5
CC(C)CNC(=O)C(=O)NCCCN1CCOCC1	0	0.8	-3	6	-10	-4	-8	4	0
Cc1ccc(S(=O)(=O)N2CCCN(S(=O)(=O)c3ccc(C)cc3)CC2)cc1	18	-1.7	-1	12	20	3	-24	-1	-16
Cc1ccc2nc(SCC(=O)NCc3ccc(S(N)(=O)=O)cc3)[nH]c2c1	-13	0.0	-3	9	-2	4	-8	5	0

From PubChem BioAssay
